KB-3-1 cytotox: qHTS assay for MDR1-selective chemotherapeutics: Primary screen using the parental adenocarcinoma cell KB-3-1. KB-3-1 viability, CellTiter-Glo ATP luminescence, 72 h. Potency, µM (titrated, usually from 46.1 µM), inactives show top-dose activity change, negative = cytotoxic, actives largely listed as cytotoxic. hit rate 1.4% among 400,000. AID 1347075, 2019; also: % is scaled to controls: 0 for no effect and ±100 for the full control effect; nearly all actives have a fitted effect of over 60% in size
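Cytotoxicity in the drug-sensitive parental line KB-3-1 was scored as loss of CellTiter-Glo luminescence following 72 h incubation with compound. Values come from curve fitting of normalized concentration-response data.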
SW480 rereplic: A quantitative high throughput screen for small molecules that induce DNA re-replication in SW480 colon adenocarcinoma cells. SW480 DNA re-replication, Hoechst DNA content imaging, 48 h. hit rate 1.8% among 340,000. Potency, µM (titrated, usually from 46.1 µM), for the others: top-dose re-replication activation, usual class: activators. AID 624297, 2012; also: % of control where 0% means no effect; nearly all actives have a fitted effect of over 55% in size
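Image-based read-out: total Hoechst fluorescence of nuclei (405 nm excitation, 500-530 nm emission), with hits raising the fraction of high-intensity nuclei. SW480 colon cells incubated 48 hr with compounds at 37 C.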
HT1080 IDH1KD tx: qHTS for induction of synthetic lethality in tumor cells producing 2HG: qHTS for the HT-1080-IDH1KD cell line. HT-1080 IDH1 knockdown viability, ATP luminescence, 48 h. Potency, µM (titrated, usually from 46.1 µM), for the others: at the top dose activity, negative = toxicity, most hits filed as cytotoxic. hit rate 2% among 360,000;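 also: 0% = DMSO wells and -100% = cell-free medium wells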
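Viability of IDH1-knockdown HT-1080 fibrosarcoma cells was assessed by CellTiter-Glo after 48 h at 37 °C with titrated compound; concentration-effect curves were classified by fit quality and response size.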
HT1080-NT tox: qHTS for induction of synthetic lethality in tumor cells producing 2HG: qHTS for the HT-1080-NT fibrosarcoma cell line. HT-1080-NT fibrosarcoma viability, CellTiter-Glo ATP luminescence, 48 h. Potency, µM (top dose mostly 46.1 µM), for the others: at the highest dose activity, negative = less viability, actives largely listed as cytotoxic. hit rate 1.6% among 360,000;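 also: NT is the 2HG producing partner of a matched IDH1 knockdown line; 0% = DMSO-treated cells and -100% = media-only wells without cells; nearly all actives have a fitted effect of over 55% in size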
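Fibrosarcoma NT cells, 750 per well in 5% FBS RPMI, were exposed to compound for 48 hours. Viability: CellTiter-Glo luminescence.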
KB-V1 cytotox: qHTS assay for MDR1-selective chemotherapeutics: Primary screen using the drug-selected MDR subline cells KB-V1 | hit rate 3.4% among 400,000 | KB-V1 MDR cells viability, CellTiter-Glo, 72 h | AID 1347076, 2019 | Potency, µM (titrated, usually from 46.1 µM), for inactives: at the top dose activity change, negative = cytotoxicity, hits mostly cytotoxic; also: % is scaled to controls: 0 for no effect and ±100 for the full control effect; nearly all actives have a fitted effect of over 60% in size
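Compound-treated KB-V1 multidrug-resistant cells, 72 h, 37 degrees C; viability by CellTiter-Glo. Fitted qHTS curves give the values.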
GLP-1R agonist: qHTS of GLP-1 Receptor Agonists. HEK293 GLP-1R CRE-luciferase, luminescence, 4-6 h; cells express a hypersensitive GLP-1R form. hit rate 0.007% among 380,000. Potency, µM (doses to about 45.6 µM), for inactives: at the highest dose activation, most hits filed as activators; also: % of control where 0% means no effect
Target sequence (P43220 whole entry, looked up): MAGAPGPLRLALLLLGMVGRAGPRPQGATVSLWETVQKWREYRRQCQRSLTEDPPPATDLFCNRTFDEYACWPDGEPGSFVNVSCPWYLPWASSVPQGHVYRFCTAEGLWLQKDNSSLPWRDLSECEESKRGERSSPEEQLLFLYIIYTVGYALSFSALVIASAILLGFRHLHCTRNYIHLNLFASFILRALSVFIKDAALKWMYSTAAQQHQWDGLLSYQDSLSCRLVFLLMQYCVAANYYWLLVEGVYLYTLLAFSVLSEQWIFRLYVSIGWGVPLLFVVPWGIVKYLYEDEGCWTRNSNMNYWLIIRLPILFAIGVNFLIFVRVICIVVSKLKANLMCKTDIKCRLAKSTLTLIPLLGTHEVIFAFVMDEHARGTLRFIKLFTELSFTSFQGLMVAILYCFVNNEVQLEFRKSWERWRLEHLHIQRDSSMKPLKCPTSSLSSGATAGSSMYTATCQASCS
TDP-43 yeast inh: qHTS of TDP-43 Inhibitors. TDP-43 expressing yeast growth rescue, BacTiter-Glo, 24 h. Potency, µM (titrated, usually from 46.1 µM), inactives show top-dose growth rescue (activation), actives largely listed as activators. hit rate 1.8% among 410,000. AID 652104, 2013; also: % of control where 0% means no effect; nearly all actives have a fitted effect of over 50% in size
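Readout is BacTiter-Glo luminescence of cell growth, so inhibitors register as activators. TDP-43-expressing yeast at OD600=0.02 in galactose medium, after raffinose pregrowth to mid-log, were incubated with compound for 24 hr at 30 deg C.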
GLP1R cytotox: qHTS of GLP-1 Receptor Inverse Agonists: Cytotox Screen; Potency, µM (titrated, usually from 38.3 µM), inactives show at the top dose activity change, negative = inhibition, hits mostly inhibitors; hit rate 0.13% among 410,000; HEK293 cAMP-luciferase reporter cells, luminescence, 24 h;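 also: loss of luciferase light is scored as toxicity; % is scaled to controls: 0 for no effect and ±100 for the full control effect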
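Quantitative HTS format, 1536 wells, 200 cells/uL seeded. Compounds: 23 nL, 24 h, 37 °C. Detection: luciferase reagent, luminescence at 12 min RT; decreased signal taken as cytotoxic.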
GLP1R inv ag: qHTS of GLP-1 Receptor Inverse Agonists (Inhibition Mode); HEK293 GLP-1R CRE-luciferase, luminescence, 24 h; GLP-1R form is constitutively active; Glucagon-like peptide 1 receptor (Homo sapiens), P43220; AID 624417, 2012; hit rate 1.6% among 410,000; Potency, µM (titrated, usually from 38.3 µM), for the others: at the top dose activity change, negative = inhibition, hits mostly inhibitors; also: % is scaled to controls: 0 for no effect and ±100 for the full control effect; nearly all actives have a fitted effect of over 55% in size
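Using stably transfected HEK293 (constitutively active GLP-1R, cAMP-luciferase reporter), compounds were incubated 24 hr and luciferase measured by luminescence.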
* hit, by the source's call; u = inconclusive; x = not tested or not shown; & = joins results of further samples; [ ] = remark or other dose. Calls follow the shape of the dose curve; as a rule, active = well fitted curve in the direction sought with a large enough effect; inconclusive = small, poorly fitted or top-dose-only effect, or another doubt; inactive = no such curve, though single readings can be large; an effect the other way counts as inactive or inconclusive. Potency is read from the fitted curve at half-maximal effect.

SMILES | KB-3-1 cytotox | SW480 rereplic | HT1080 IDH1KD tx | HT1080-NT tox | KB-V1 cytotox | GLP-1R agonist | TDP-43 yeast inh | GLP1R cytotox | GLP1R inv ag
CC[N+](CC)(CC)CC(=O)Nc1ccc(SC(F)F)cc1 | -4.8% | -8.1% | u | 2.4% | -4.1% | 2.8% | -19.4% | 5.1% | -7.7%
O=C(CCC(=O)N1CC2CCCN2c2ccccc21)NCc1cccc(Cl)c1 (stereo not drawn) | -2.2% | x | x | x | -15.9% | x | 14.4% | 0.2% | u
CC1CC(=O)N(c2ccc(Br)cc2)C(=O)C1 | 8.1% | -6.4% | 8.8% | 8.9% | 11.8% | -0.8% | 0.0% | 5.4% | 16.8%
COc1nnc(-c2ccc(N3CCOCC3)c(NC(=O)c3ccc(C)cc3)c2)c2ccccc12 | -12.2% | -5.6% | -18.9% | -11.0% | u | 8.7% | 11.9% | u | u
COc1ccc(CCNC(=O)CSc2ccc(-c3ccco3)nn2)cc1 | -1.0% | -2.4% | -16.1% | -2.0% | -23.3% | 7.0% | 25.8% | 13.1% | -18.0%
N#C/C(C(=O)c1ccccc1)=C1/CCCN1 | -2.7% | -5.0% | 15.3% | 16.4% | 1.3% | 13.0% | 6.3% | 0.5% | 0.0%
O=S(=O)(c1cccc(Cl)c1Cl)N1CCN(C(=S)NCCCN2CCOCC2)CC1 | -3.9% | 1.7% | u | -26.3% | u | 5.3% | -20.1% | 1.0% | 7.08µM*
Cn1nc(-c2ccc(OCC(=O)Nc3cccnc3)cc2)c2ccccc2c1=O | u | -9.3% | -5.6% | -16.3% | u | 4.7% | 16.0% | -10.4% | 88.4%[activator]
Cc1sc2nc(CSCC(=O)NC(C)(C)C)[nH]c(=O)c2c1C | -18.9% | -5.3% | 1.1% | 1.7% | -2.6% | -0.6% | -4.8% | 13.7% | 53.9%[activator]
CC(C)CC(=O)NC(NC(=S)Nc1cccc2cccnc12)C(Cl)(Cl)Cl (stereo not drawn) | u | 3.9% | u | u | -25.4% | -19.2% | -10.9% | -16.7% | 7.94µM*
C=CCN(CC=C)C(=S)Nc1ccccc1 | 0.9% | -1.7% | 0.6% | 9.8% | -9.4% | -22.5% | -8.8% | 3.2% | -1.0%
O=C(N/N=C/c1ccccc1O)c1ccncc1 | -6.9% | u | u | u | -20.4% | 4.4%&-2.4% | 3.3% | -13.3% | u
COc1ccc(NC(=O)C2CCN(C(=O)NCc3ccccc3)CC2)cc1 | 5.7% | -3.6% | -2.0% | -0.2% | -1.3% | 2.1% | 22.1% | 0.4% | -0.4%
CC1SC(c2cccc(Cl)c2)NC1=O (stereo not drawn) | -23.2% | -16.4% | -2.4% | 3.6% | -4.6% | -11.3% | u | 6.8% | 0.0%
OCCC1CN(Cc2ccc3nsnc3c2)CCN1CCc1ccccc1 (stereo not drawn) | -1.4% | 3.8% | -1.5% | 22.3% | u | 6.4% | -11.7% | 5.6% | -25.7%
CC(CC(=O)O)Nc1ccccc1O (stereo not drawn) | -1.1% | -12.4% | 10.6% | 4.5% | 0.2% | -1.4% | -19.9% | -7.2% | 16.7%
CC(C)(C)c1cc(NC(=O)C2(C)CCN2C(=O)C2(c3ccccc3)CCCC2)no1 (stereo not drawn) | -20.3% | x | 28.9% | 23.8% | u | -6.0% | 7.6% | 6.5% | 13.8%
Cn1c(=O)c([N+](=O)[O-])c(-n2ccnc2)c2ccccc21 | u | u | 25.9µM* | 16.4µM* | -1.8% | -4.8% | 3.2% | u | u
Cc1c(C(=O)N2CCN(c3ncccn3)CC2)sc2nc3n(c(=O)c12)CCCC3 | 24.9% | -3.8% | -1.3% | -1.3% | u | -3.5% | 22.5% | -4.1% | 6.4%
Cn1c(SCc2cccnc2)nnc1-c1c[nH]c2ccccc12 | 7.3% | 15.9% | -0.9% | 6.4% | 29.4% | 11.3% | 18.6% | -13.9% | 20.8%
Cc1cc(NC(=O)C(C)SCC(=O)OC(C)C(=O)Nc2ccccc2C)no1 (stereo not drawn) | 12.4% | -1.9% | 4.4% | 11.8% | 0.0% | 1.8% | -15.0% | -5.4% | -1.4%
Cc1cc(C(=O)O)c(=O)[nH]c1C | 14.2% | 6.3% | 9.2% | 9.7% | 9.9% | 1.5% | -20.5% | 3.1% | 9.1%
O=C(NNC(=O)c1sccc1-n1cccc1)c1ccc(F)cc1 | -1.8% | -28.5% | 8.1% | 1.3% | 12.6% | 2.5% | -7.1% | 2.3% | 5.0%
O=C(COc1ccccc1[N+](=O)[O-])Nc1cccc(Cl)c1N1CCOCC1 | x | u | u | -13.6% | x | 11.2% | u | -5.2% | u
CCOc1ccc2c(c1)C(N(CCN1CCOCC1)C(=S)Nc1ccccc1OC)CC(C)(C)O2 (stereo not drawn) | -4.7% | -17.4% | -0.8% | 2.4% | u | 4.7% | 10.7% | 5.7% | -20.2%
Cc1ccc(S(=O)(=O)NC(=O)NC(=O)N(C)S(=O)(=O)c2ccc(C)cc2)cc1 | u | -13.0% | 0.8% | 1.2% | 72.7% | 5.9% | 2.1% | 0.6% | 18.0%
COc1cccc2cc(C(N)=O)oc12 | -1.8% | -4.6% | 1.9% | 0.3% | u | -0.4% | 6.2% | -10.8% | 3.7%
CCC(C)(C)n1nnnc1C(c1ccccc1)N1CCN(Cc2ccccc2)CC1 (stereo not drawn) | 4.8% | 4.1% | -1.5% | 5.6% | 0.1% | 12.9% | -8.8% | 4.8% | 11.8%
O=C(N/N=C/c1c[nH]c2ccccc12)c1ccc2c(c1)OCCO2 | -21.1% | u | 20.6µM* | u | u | 10.0% | 17.4% | 0.0% | u
NC(=O)C(=O)NN=C1CCC(c2ccccc2)CC1 (stereo not drawn) | 2.7% | -3.9% | 26.7% | 13.0% | 0.0% | 3.0% | 20.7% | -10.5% | 0.0%
CCSc1cnn(-c2ccccc2)c(=O)c1SCC | 7.2% | -0.2% | 5.3% | 1.4% | -23.5% | 2.9% | u | 48.1%[activator] | 4.2%
Cc1cc(-c2nnc(CCC(=O)NC(Cc3ccccc3)c3ccccc3)o2)no1 (stereo not drawn) | 3.4% | -6.5% | 1.8% | -0.9% | -23.4% | 8.3% | -10.6%[0.397 µM] | -4.0% | 4.0%
CCC(CC)NC(=O)Nc1ccc(C)cc1 | -9.5% | 5.2% | -2.9% | 1.9% | -13.5% | 4.6% | -11.8% | -0.5% | 2.8%
CC(C)c1ccc(NC(=O)Nc2cc3sccc3n2C)cc1 | 10.2% | 0.7% | -15.7% | -15.0% | 19.2% | -0.9% | 17.5% | -4.6% | -17.9%
Cn1c2c(c(=O)n(C)c1=O)C(NS(=O)(=O)c1ccc(Cl)cc1)(C(F)(F)F)C(=O)N2 (stereo not drawn) | 7.4% | 2.0% | 22.2% | 0.0% | 2.4% | -1.9% | 9.2% | -2.8% | 1.0%
O=Cc1ccc(OC(=O)CCCCC(=O)Oc2ccc(C=O)cc2)cc1 | 1.8% | -13.8% | 12.8% | 4.7% | 5.5% | -0.7% | 9.6% | 29.8% | 7.7%
COc1ccc(C(=O)OCC(N)=O)cc1[N+](=O)[O-] | 17.6% | -7.5% | 28.3% | 13.2% | 4.6% | 4.2% | 0.0% | 5.5% | 20.8%
OCCNc1nc(-c2ccccc2)nc2ccccc12 | 3.1% | -0.2% | -12.5% | 3.4% | -18.9% | 6.8% | 18.9% | -2.3% | -3.0%
Cc1ccc(S(=O)(=O)Nc2ccc3cn[nH]c3c2)c(C)c1 | -4.6% | 16.4µM* | -8.8% | -4.2%[9.24 µM] | -10.1% | 2.2% | 2.5% | 7.2% | 3.5%
Cc1ccc(C2/C=C\CC(NC(=O)OCC3c4ccccc4-c4ccccc43)CC(=O)N2Cc2ccccc2)cc1 (stereo not drawn) | 0.0% | -0.4% | -15.8% | -9.1% | -0.2% | 0.8% | 3.2% | -4.6% | u
CCN(CC)C(=O)CSc1nc2cc3c(cc2c(=O)n1Cc1ccc(OC)cc1)OCO3 | -4.5% | 4.4% | -17.5% | u | -29.5% | 4.9% | -20.5%[9.22 µM] | 7.4% | 25.3%
N#CCSc1ccccc1NC(=O)COc1ccc(-c2nnco2)cc1 | 6.8% | -6.8% | 1.8% | 0.5% | -6.7% | 18.3% | 23.8% | 5.5% | 8.2%
CC1N=C2c3ccccc3N=C(SCC(=O)NCc3ccc(Cl)cc3)N2C1=O (stereo not drawn) | 1.7% | x | x | x | 9.3% | x | 13.5% | 4.3% | 6.6%
CCOC(=O)C(NC(C)=O)C(=O)Nc1ccc(C(C)(C)C)cc1 (stereo not drawn) | -18.4% | -3.9% | 10.6% | 11.8% | 0.2% | 0.9% | -6.3% | 1.2% | 10.3%

At a glance, some entries already given:
SMILES | KB-3-1 cytotox | SW480 rereplic | HT1080 IDH1KD tx | HT1080-NT tox | KB-V1 cytotox | GLP-1R agonist | TDP-43 yeast inh | GLP1R cytotox | GLP1R inv ag
Cc1ccc(S(=O)(=O)Nc2ccc3cn[nH]c3c2)c(C)c1 | -4.6% | 16.4µM* | -8.8% | -4.2%[9.24 µM] | -10.1% | 2.2% | 2.5% | 7.2% | 3.5%
Cc1ccc(C2/C=C\CC(NC(=O)OCC3c4ccccc4-c4ccccc43)CC(=O)N2Cc2ccccc2)cc1 (stereo not drawn) | 0.0% | -0.4% | -15.8% | -9.1% | -0.2% | 0.8% | 3.2% | -4.6% | u
CCN(CC)C(=O)CSc1nc2cc3c(cc2c(=O)n1Cc1ccc(OC)cc1)OCO3 | -4.5% | 4.4% | -17.5% | u | -29.5% | 4.9% | -20.5%[9.22 µM] | 7.4% | 25.3%
